IkB signaling = IkB pathway inhibition in ABC-DLBCL cells | 0.04% of 110,000 active | Potency, µM (highest dose often 57.1 µM), without a hit: top-dose IkBa stabilization activation | ABC-DLBCL IkBa-CBG/CBR dual luciferase ratio, 4 h; response scale: scaled: untreated 0%, proteasome inhibitor 100% | AID 445; active = well fitted curve in the direction sought with a large enough effect in the signal ratio, not every such curve was filed as active; inconclusive = small, poorly fitted or top-dose-only effect, or a change in a side signal; the % refers to the signal ratio;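 also: the direction sought is a rising ratio; 0% = basal untreated cells and 100% = reference inhibitor full response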
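Curves were fitted separately to fusion (green), unfused (red) and ratio luminescence, then classed by r2, magnitude and activity. Cells: OCI-Ly3, 4 h compound plus doxycycline at 37C; 10 uM MG-132 defined full response.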
p53ts 39C tox = p53ts cell cytotoxicity, nonpermissive temperature. H1299-p53A138V viability at 39C, ATP luminescence, 24 h. Potency, µM (top dose mostly 46.1 µM), without a hit: at the highest dose activity change, negative = cell killing, usual class: cytotoxic. 1.5% of 130,000 active. AID 902; also: nearly all actives have a fitted effect of over 55% in size
p53ts 32C kill = p53ts cell cytotoxicity, permissive temperature | Potency, µM (doses to about 46.1 µM), without a hit: top-dose activity change, negative = cytotoxicity, actives largely listed as cytotoxic | AID 924 | 0.93% of 130,000 active | H1299-p53A138V at 32C, ATP luminescence viability, 24 h;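 also: 0% = DMSO and -100% = full killing by reference compound; nearly all actives have a fitted effect of over 55% in size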
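ATP-content luminescence (ATPlite) read-out after 24 h compound exposure at 32C in H1299-p53A138V cells (600/well). Tested up to 46 uM. Normalized to DMSO (0%) and 100 uM tamoxifen (100% killing); Hill-fit AC50.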
Imprint erasure = genomic imprint erasure induction; mouse ES Peg3-LacZ reporter, beta-gal luminescence, 40 h; Potency, µM (top dose mostly 60.7 µM), for the others: at the top dose activity change, positive = activation, hits mostly activators; 0.02% of 110,000 active; AID 1948;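 also: 0% = negative control wells on the plate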
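Imprint erasure is scored as LacZ activity from the silenced maternal Peg3 allele in feeder-free female ES cells cultured 40 h with LIF. Luminescence is normalized to in-plate negative controls and fitted to the Hill equation.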
Active calls of the source: *; [ ] = another dose, or the depositor's remark. Unless noted, calls follow the shape of the dose curve; as a rule, active = well fitted curve in the direction sought with a large enough effect; inconclusive = small, poorly fitted or top-dose-only effect, or another doubt; inactive = no such curve, though single readings can be large; an effect the other way counts as inactive or inconclusive. Unless noted, % is scaled to controls: 0 for no effect and ±100 for the full control effect; potency is read from the fitted curve at half-maximal effect.

Preview:
For O=C(CSC1=NCCS1)N1CCN(c2ccccc2)CC1 the results were IkB signaling 0.4%, p53ts 39C tox -2%, p53ts 32C kill -4% and Imprint erasure 2%.
Screening N#Cc1cccc(NC(=O)N2CC[C@@]3(CCCN(C(=O)c4csnn4)C3)C2)c1 returned IkB signaling 1.5%[11.4 µM], p53ts 39C tox 2% and p53ts 32C kill -3%.
For CCCCC(=O)Nc1ccc2nc(SCC(=O)N3CCc4ccccc43)sc2c1 the results were IkB signaling inconclusive, p53ts 39C tox -19%, p53ts 32C kill -7% and Imprint erasure -11%[10.9 µM].

The whole of this part, previewed entries included:
For O=C(CSC1=NCCS1)N1CCN(c2ccccc2)CC1 the results were IkB signaling 0.4%, p53ts 39C tox -2%, p53ts 32C kill -4% and Imprint erasure 2%.
Screening N#Cc1cccc(NC(=O)N2CC[C@@]3(CCCN(C(=O)c4csnn4)C3)C2)c1 returned IkB signaling 1.5%[11.4 µM], p53ts 39C tox 2% and p53ts 32C kill -3%.
For CCCCC(=O)Nc1ccc2nc(SCC(=O)N3CCc4ccccc43)sc2c1 the results were IkB signaling inconclusive, p53ts 39C tox -19%, p53ts 32C kill -7% and Imprint erasure -11%[10.9 µM].
O=C(CSc1cn(CC(=O)N2CCCC2)c2ccccc12)Nc1ccc(Cl)cc1 was read as IkB signaling inconclusive, p53ts 39C tox 13µM*, p53ts 32C kill -4% and Imprint erasure -15%[10.9 µM].
O=C1c2ccccc2C(=O)N1CCCc1nc(-c2ccc(Cl)cc2)no1 was read as IkB signaling -1.3%, p53ts 39C tox -1%, p53ts 32C kill 0% and Imprint erasure -2%.
For CC(C)C(NC(=O)c1ccccc1)C(=O)OCc1cc([N+](=O)[O-])cc2c1OCOC2 (stereo unspecified) the results were p53ts 39C tox -10% and p53ts 32C kill 14%.
Cc1ccc2nc(C)c(C)nc2c1N was read as IkB signaling 0.3%, p53ts 39C tox -3%, p53ts 32C kill -11% and Imprint erasure -16%.
`COc1ccccc1N1CCN(C(=O)c2cc(-c3cccs3)on2)CC1` gave IkB signaling inconclusive, p53ts 39C tox -4%, p53ts 32C kill -5% and Imprint erasure -12%.
`CSc1oc(-c2ccc(F)cc2)nc1S(=O)(=O)c1ccccc1` gave IkB signaling 0.8%, p53ts 39C tox -2%, p53ts 32C kill -1% and Imprint erasure -6%.
Screening c1ccc(Nc2c(-c3ccccc3)nc3ncccn23)cc1 returned IkB signaling 4.3%, p53ts 39C tox 11%, p53ts 32C kill -1% and Imprint erasure 6%[10.9 µM].
`COc1ccc(CNc2ncncc2-c2ccc3c(c2)OCO3)c(OC)c1` gave IkB signaling 0.5%[11.4 µM], p53ts 39C tox -19%, p53ts 32C kill -10% and Imprint erasure -13%.
COC(=O)C/C=C\[C@@H](C)[C@@H](/C=N\O[C@@H]1O[C@H](COC(C)=O)[C@@H](OC(C)=O)[C@H](OC(C)=O)[C@H]1OC(C)=O)NS(=O)(=O)c1ccc(C)cc1 was read as p53ts 39C tox 6%[9.22 µM] and p53ts 32C kill 8%[9.22 µM].
Screening COc1ccc(-c2cc(C(=O)Nc3ccc4c(c3)OCO4)no2)cc1 returned IkB signaling 0.1%, p53ts 39C tox -19%, p53ts 32C kill 4% and Imprint erasure -12%[10.9 µM].
`Cc1ccc(CN2CCCn3nc(C(=O)NCCc4ccccc4C)cc3C2=O)cc1` gave IkB signaling -0.8%, p53ts 39C tox -8%, p53ts 32C kill -1% and Imprint erasure -17%[10.9 µM].
For Cc1c(C(=O)Nc2cccc(C#N)c2)sc2nc3n(c(=O)c12)CCCCC3 the results were IkB signaling -0.1%, p53ts 39C tox 6%, p53ts 32C kill -16% and Imprint erasure -12%[10.9 µM].
Cc1ccc2nc(-c3ccccc3Cl)cc(C(=O)Nc3cc(C)on3)c2c1 was read as IkB signaling inconclusive, p53ts 39C tox 5%, p53ts 32C kill 8% and Imprint erasure -14%.
`O=C(O)CCCc1ccc2ccccc2c1` gave IkB signaling -3.3%[11.4 µM], p53ts 39C tox 2%[9.22 µM], p53ts 32C kill -5%[9.22 µM] and Imprint erasure -12%[10.9 µM].
Screening CCN(CCCNC(=O)C1CCN(S(=O)(=O)c2cccc3nonc23)CC1)Cc1ccccc1 returned IkB signaling 0.7%, p53ts 39C tox 3%, p53ts 32C kill 4% and Imprint erasure -19%.
For CCCC[C@@H]1C[C@H]1C(NC(=O)c1ccco1)c1ccc(C(=O)OC)cc1 (stereo partly specified) the results were p53ts 39C tox -11%, p53ts 32C kill 16% and Imprint erasure -21%.
CCN1CCN(Cc2ccc(OC)c(OCc3ccccc3)c2)CC1 was read as IkB signaling 0.6%, p53ts 39C tox 1%, p53ts 32C kill -15% and Imprint erasure -3%.
For COc1ccc(NC(=O)N2CCC(O)(c3cccnc3)CC2)c(OC)c1 the results were IkB signaling 0.4%, p53ts 39C tox 3%, p53ts 32C kill -7% and Imprint erasure 5%.
For O=S(=O)(c1ccc(Cl)cc1)n1ccc2cccnc21 the results were p53ts 39C tox -6% and p53ts 32C kill -8%.
For O=C(O)CCC(=O)N(Cc1cccs1)Cc1cccs1 the results were IkB signaling -0.2%, p53ts 39C tox 7%, p53ts 32C kill 8% and Imprint erasure 1%.
Screening NC(=O)c1ccccc1-c1nc(-n2ccnc2)c2ccccc2n1 returned IkB signaling 7.6%[11.4 µM], p53ts 39C tox -1%, p53ts 32C kill 5% and Imprint erasure -10%.
`Cc1ccc(C(=O)N2CCN(C)CC2)cc1S(=O)(=O)N1CCCCC1` gave IkB signaling 1.7%, p53ts 39C tox 30%[activator], p53ts 32C kill 3% and Imprint erasure 5%.
Screening CCOc1ccc(CCNC(=O)c2ccc3c(c2)N(Cc2ccc(F)cc2)CCS3)cc1 returned IkB signaling -0.9%, p53ts 39C tox 9%, p53ts 32C kill 5% and Imprint erasure -13%[10.9 µM].
Cc1cc(C)cc(N(CC(=O)NC2CCC(C)CC2)S(=O)(=O)c2c(C)noc2C)c1 (stereo unspecified) was read as IkB signaling 0.0%, p53ts 39C tox -5%, p53ts 32C kill -4% and Imprint erasure -2%.
Cc1ccc(/C=C/c2onc(C)c2S(=O)(=O)N2CCC(C(=O)NCC(C)c3ccccc3)CC2)cc1 (stereo unspecified) was read as IkB signaling inconclusive, p53ts 39C tox inconclusive, p53ts 32C kill 3% and Imprint erasure -15%[10.9 µM].
Screening O=C(Nc1ccncc1)c1cccs1 returned IkB signaling 3.8%, p53ts 39C tox 29%, p53ts 32C kill 17% and Imprint erasure -31%[inhibitor].
CCCC1=[N+](CC)CCn2c(C)ccc21 was read as IkB signaling 0.0%, p53ts 39C tox -3%, p53ts 32C kill 2% and Imprint erasure -21%.
Screening O=C(O)C(Oc1ccc2c3c(c(=O)oc2c1)CCC3)c1ccccc1 (stereo unspecified) returned IkB signaling -0.3%, p53ts 39C tox 7%, p53ts 32C kill 4% and Imprint erasure -14%.
Screening O=c1cc(N2CCCC2)[nH]c(=O)n1-c1ccc(Cl)cc1 returned IkB signaling -0.2%, p53ts 39C tox -2%, p53ts 32C kill -7% and Imprint erasure 0%.
Screening O=C(c1cccc(F)c1)N1CCC2(CCN(Cc3cc(C(F)(F)F)cc(C(F)(F)F)c3)CC2)CC1 returned IkB signaling 3.5%[11.4 µM], p53ts 39C tox -23% and p53ts 32C kill -23%.
For C=CCN=C(NC#N)SCC(=O)NC(C)(C)C the results were IkB signaling -1.5%, p53ts 39C tox -3%, p53ts 32C kill 0% and Imprint erasure -1%.
Screening Cc1cnc(CNc2ccnc(-c3c(C)noc3C)n2)cn1 returned IkB signaling 1.4%[11.4 µM], p53ts 39C tox -4%, p53ts 32C kill 3% and Imprint erasure -7%.
`COc1ccccc1N1CCN(C(=O)Cn2cnc3onc(-c4ccc(F)cc4)c3c2=O)CC1` gave IkB signaling inconclusive, p53ts 39C tox -18%, p53ts 32C kill -2% and Imprint erasure -10%[10.9 µM].
`COC(=O)c1cc(=O)[nH]c(SCc2cccc(C)c2)n1` gave IkB signaling 0.2%, p53ts 39C tox -6%, p53ts 32C kill -2% and Imprint erasure 7%.
Cn1c(=O)cc(SCC(=O)N2CCN(C3CCCCC3)CC2)c2ccccc21 was read as IkB signaling 5.5%, p53ts 39C tox -1%, p53ts 32C kill -16% and Imprint erasure -16%.
Screening CCCC[C@@H]1C[C@H]1C(NC(=O)c1ccco1)c1ccc(-c2ccccc2)cc1 (stereo partly specified) returned p53ts 39C tox -23%, p53ts 32C kill -7% and Imprint erasure -13%.
CCn1nc(C)c(CCN(C)C(=O)Nc2cc(OC)c(OC)c(OC)c2)c1C was read as IkB signaling 1.0%, p53ts 39C tox 11%, p53ts 32C kill 3% and Imprint erasure -12%[10.9 µM].

The list goes on; it opens with the two that closed the last part.
Screening CCCC[C@@H]1C[C@H]1C(NC(=O)c1ccco1)c1ccc(-c2ccccc2)cc1 (stereo partly specified) returned p53ts 39C tox -23%, p53ts 32C kill -7% and Imprint erasure -13%.
CCn1nc(C)c(CCN(C)C(=O)Nc2cc(OC)c(OC)c(OC)c2)c1C was read as IkB signaling 1.0%, p53ts 39C tox 11%, p53ts 32C kill 3% and Imprint erasure -12%[10.9 µM].
For O=C(C(Cc1ccccc1)n1cccc1)N1CCc2ccccc21 (stereo unspecified) the results were IkB signaling inconclusive, p53ts 39C tox 21%, p53ts 32C kill 16% and Imprint erasure -12%.
CC(=O)Nc1cc(NC(C)=O)cc(C(=O)NC(C)(C)C)c1 was read as IkB signaling 0.8%, p53ts 39C tox -3%, p53ts 32C kill 13% and Imprint erasure -1%.
Cc1ccc(CNc2ccc3c(c2)OCO3)cc1 was read as IkB signaling inconclusive, p53ts 39C tox -19%, p53ts 32C kill -18% and Imprint erasure -20%.
Screening Cc1nn(S(=O)(=O)c2ccc(Br)cc2)c(C)c1S(=O)(=O)N1CCCCCC1 returned IkB signaling -0.7%, p53ts 39C tox 26%, p53ts 32C kill inconclusive and Imprint erasure -17%[10.9 µM].
O=C(CSc1ccc2nnc(-c3ccc(Cl)cc3)n2n1)N1CCN(c2ccccc2)CC1 was read as IkB signaling 1.6%, p53ts 39C tox -18%, p53ts 32C kill 7% and Imprint erasure 2%.
Screening COc1ccc(C2/C(=C(/O)c3ccc(Cl)cc3)C(=O)C(=O)N2CCN2CCOCC2)c(OC)c1 (stereo unspecified) returned IkB signaling -1.3%, p53ts 39C tox -5%, p53ts 32C kill 9% and Imprint erasure -3%.
COc1ccccc1C(=O)Oc1ccc(C(c2c(C)[nH][nH]c2=O)c2c(C)[nH][nH]c2=O)cc1 was read as IkB signaling inconclusive, p53ts 39C tox 16%, p53ts 32C kill 4% and Imprint erasure -10%[10.9 µM].
For COc1cc2c(cc1OC)-c1nncn1C(C)(C)C2 the results were IkB signaling -2.0%, p53ts 39C tox -10%, p53ts 32C kill -11% and Imprint erasure -7%.
Screening O=C(O)CC[C@]1(C(=O)O)CCC(=O)c2ccccc21 returned IkB signaling -1.1%[11.4 µM], p53ts 39C tox 0%[9.22 µM], p53ts 32C kill 3%[9.22 µM] and Imprint erasure -6%[10.9 µM].
`O=C(CSc1n[nH]c(-c2ccccc2Cl)n1)N1CCN(c2ccc(F)cc2)CC1` gave IkB signaling inconclusive, p53ts 39C tox 9%, p53ts 32C kill -3% and Imprint erasure 4%[10.9 µM].
`CC(C)(C)c1cc(C(=O)NCc2cccnc2)ccn1` gave IkB signaling 0.3%, p53ts 39C tox -2%, p53ts 32C kill 1% and Imprint erasure -6%.
Screening O=C(Nc1cccc(F)c1)c1ccc(S(=O)(=O)N2CCOCC2)cc1 returned IkB signaling 4.5%, p53ts 39C tox 6%, p53ts 32C kill -5% and Imprint erasure -6%.
For CC(=O)c1cc2c(cc1N/C(=N/S(=O)(=O)c1ccccc1)c1ccc(Cl)cc1)OCO2 the results were IkB signaling -1.9%, p53ts 39C tox -8%, p53ts 32C kill 10% and Imprint erasure 5%[10.9 µM].
Screening CCCCCCSc1cc(C)nc2ncnn12 returned IkB signaling 5.4%, p53ts 39C tox -22%, p53ts 32C kill -10% and Imprint erasure -17%.
Screening CCN(CC)CCOC(=O)c1ccc(NC(=O)c2cc3c(=O)n(CC)c4ccccc4c3s2)cc1 returned IkB signaling inconclusive, p53ts 39C tox -5%, p53ts 32C kill 11% and Imprint erasure -21%[10.9 µM].
CCCN(CCC)c1nc(-c2ccccc2F)nc2ccccc12 was read as IkB signaling inconclusive, p53ts 39C tox -24%, p53ts 32C kill -4% and Imprint erasure -11%[10.9 µM].

High-throughput results: PubChem, National Center for Advancing Translational Sciences (NCATS)
